TRb SRC2 PPI = qHTS for Inhibitors of the Interaction of Thyroid Hormone Receptor and Steroid Receptor Coregulator 2; Thyroid hormone receptor beta (Homo sapiens), P10828; TRbeta-SRC2 peptide binding, fluorescence polarization; receptor liganded with 1 µM T3; Potency, µM (highest dose often 106 µM), without a hit: at the highest dose activity change, negative = inhibition, actives largely listed as inhibitors; hit rate 0.065% among 280,000;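 note: plate controls were bound peptide for no effect and peptide without receptor for full effect; nearly all actives have a fitted effect of over 50% in size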
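Human TRb LBD (0.6 uM) plus Texas Red-labeled SRC2 peptide (20 nM), 1uM T3, 5% DMSO, 5 hr at ambient temperature. Decreased polarization (555/632 nm) flags inhibition; data normalized to free and bound peptide controls.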
GoLoco inh red = qHTS Assay for Inhibitors of RGS12 GoLoco Motif Activity (Red Fluorophore); Guanine nucleotide-binding protein G(i) subunit alpha-1 (Homo sapiens), P63096; Gai1:RGS12 GoLoco peptide FP, rhodamine, 10 min; Potency, µM (top dose mostly 61.6 µM), without a hit: top-dose activity, negative = inhibition, hits mostly inhibitors; hit rate 0.44% among 230,000; active = well fitted inhibition curve with a large enough effect, not every such curve was filed as active; inactive = no such curve, though single readings can be large or run the other way; note: nearly all actives have a fitted effect of over 30% in size; many of its hits are not listed in these tables
Target sequence (P63096 whole entry, looked up): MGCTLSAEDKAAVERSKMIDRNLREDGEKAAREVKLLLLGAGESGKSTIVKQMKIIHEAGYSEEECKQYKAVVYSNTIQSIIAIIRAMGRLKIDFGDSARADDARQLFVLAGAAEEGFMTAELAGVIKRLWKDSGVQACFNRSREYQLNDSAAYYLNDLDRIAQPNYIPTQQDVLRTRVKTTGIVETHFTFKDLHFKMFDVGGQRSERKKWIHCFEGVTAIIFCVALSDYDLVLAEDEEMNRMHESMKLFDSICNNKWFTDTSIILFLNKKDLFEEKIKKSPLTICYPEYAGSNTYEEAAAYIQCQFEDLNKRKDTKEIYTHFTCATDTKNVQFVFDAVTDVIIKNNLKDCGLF
Tau fibril FP = qHTS for Inhibitors of Tau Fibril Formation, Fluorescence Polarization; hit rate 0.39% among 280,000; AID 1468, 2008; K18 P301L tau heparin fibrillization, Alexa594 FP, 6 h; Potency, µM (series often up to 57.7 µM), for inactives: at the top dose activity, negative = inhibition, usual class: inhibitors; note: nearly all actives have a fitted effect of over 55% in size
Target sequence (P10636 561-689 P618L limits assumed): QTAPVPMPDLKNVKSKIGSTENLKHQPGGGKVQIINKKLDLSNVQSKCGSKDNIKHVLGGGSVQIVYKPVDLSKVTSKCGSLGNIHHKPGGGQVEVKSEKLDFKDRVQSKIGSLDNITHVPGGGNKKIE
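Recombinant K18 P301L […], labeled with Alexa 594 at 0.24 uM over 15 uM unlabeled; heparin inducer 20 uM final; 37 C, 6 hr; FP endpoint.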
RECQ1 inh = qHTS Assay for Inhibitors of RecQ-Like Dna Helicase 1 (RECQ1); RECQ1 DNA unwinding, red fluorescence kinetic read; AID 2549, 2010; hit rate 0.54% among 240,000; Potency, µM (series often up to 57.3 µM), for inactives: at the highest dose activity, negative = inhibition, actives largely listed as inhibitors;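 note: plate controls were vehicle for no effect and no enzyme for full effect; nearly all actives have a fitted effect of over 30% in size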
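50 nM RECQ1T1 preincubated 15 min with compound in Tris pH 8.0 buffer with MgCl2, DTT, Tween-20 and 2.5 ug/ml poly(dI-dC); started with 200 nM TAMRA/BHQ-2 forked duplex and 2 mM ATP. Unwinding read as fluorescence (525/598 nm), two reads 2 h apart.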
JMJD2E inh = qHTS Assay for Inhibitors of Human Jumonji Domain Containing 2E (JMJD2E). Lysine-specific demethylase 4E (Homo sapiens), B2RXH2. JMJD2E catalytic domain, FDH-coupled NADH fluorescence (FDH is formaldehyde dehydrogenase). Potency, µM (highest dose often 57.1 µM), inactives show at the top dose activity change, negative = inhibition, hits mostly inhibitors. hit rate 1.6% among 230,000. AID 2147, 2009; active = well fitted inhibition curve with a large enough effect, not every such curve was filed as active; inconclusive = small, poorly fitted or top-dose-only effect, or another doubt; inactive = no such curve, though single readings can be large or run the other way;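 note: 0% = wells with enzyme and -100% = buffer wells without enzyme; nearly all actives have a fitted effect of over 50% in size; many of its hits are not listed in these tables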
Target sequence (B2RXH2 1-337 limits assumed): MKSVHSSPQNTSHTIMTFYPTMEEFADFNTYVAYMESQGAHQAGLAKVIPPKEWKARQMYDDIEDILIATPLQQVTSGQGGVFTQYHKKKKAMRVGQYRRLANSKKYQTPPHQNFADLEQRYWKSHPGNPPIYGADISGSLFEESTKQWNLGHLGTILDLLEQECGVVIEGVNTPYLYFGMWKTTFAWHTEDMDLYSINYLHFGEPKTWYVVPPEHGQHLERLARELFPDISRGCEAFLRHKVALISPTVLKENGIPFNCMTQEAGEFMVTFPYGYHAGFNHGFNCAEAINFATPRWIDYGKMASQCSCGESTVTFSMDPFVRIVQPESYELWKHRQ
TR SRC2 fluor cs = Total Fluorescence Counterscreen for Inhibitors of the Interaction of Thyroid Hormone Receptor and Steroid Receptor Coregulator 2; Potency, µM (highest dose often 106 µM), without a hit: at the highest dose fluorescence change, negative = quenching; AID 1479, 2009; hit rate 0.29% among 280,000; TRb/SRC2 Texas Red total fluorescence interference; active = well fitted curve in either direction with a large enough effect; inconclusive = small, poorly fitted or top-dose-only effect
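Human TRβ ligand-binding domain (0.6 uM) and Texas Red SRC2 peptide (20 nM) in Tris buffer with 1 uM T3 and 5% DMSO were incubated with pinned compound for 5 hr at ambient temperature. Total fluorescence was computed as S + 2P (555/632 nm).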
Tau ThT inhib = qHTS for Inhibitors of Tau Fibril Formation, Thioflavin T Binding; Microtubule-associated protein tau (Homo sapiens), P10636; recombinant tau K18 P301L (four-repeat tau fragment), heparin-induced fibrillization, ThT fluorescence; Potency, µM (highest dose often 57.4 µM), for the others: top-dose activity, negative = inhibition, hits mostly inhibitors; hit rate 2.1% among 270,000; AID 1460, 2008; note: nearly all actives have a fitted effect of over 55% in size
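Tau K18 P301L fragment (15 uM unlabeled plus 0.24 uM Alexa 594-labeled) in 100 mM sodium acetate pH 7 with compound, fibrillization induced by 20 uM heparin for 6 hr at 37 C. Thioflavin T (30 uM) added, fluorescence read after 1 hr (ex 450, em 510 nm).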
L3MBTL1 inh = qHTS Assay for the Inhibitors of L3MBTL1; AID 485360, 2010; Potency, µM (highest dose often 57.1 µM), for the others: top-dose activity, negative = inhibition, actives largely listed as inhibitors; AlphaScreen L3MBTL1–H3K9me1 peptide binding; hit rate 0.66% among 230,000; Lethal(3)malignant brain tumor-like protein 1 (Homo sapiens), Q9Y468; note: nearly all actives have a fitted effect of over 60% in size
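First, the protein-peptide complex forms for 30 min at room temperature (L3MBTL1 50 nM, biotinylated H3K9me1 peptide 75 nM). Next, compounds are pin-transferred and incubated 30 min. Finally, AlphaScreen beads are added and read after 30 min.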
Numbers without * were called inactive; & = joins results of further samples; [ ] = dose if it differs, or a comment. Unless noted, calls come from the whole dose curve; as a rule, active = well fitted curve in the direction sought with a large enough effect; inconclusive = small, poorly fitted or top-dose-only effect, or another doubt; inactive = no such curve, though single readings can be large; an effect the other way counts as inactive or inconclusive. Unless noted, % is set by controls: 0 for no effect and ±100 for the full control effect; potency is the fitted concentration of half-maximal effect.

What do the screens show for `COCCNC(=O)CN(Cc1ccc(Cl)cc1)S(C)(=O)=O`?
TRb SRC2 PPI: -16%; GoLoco inh red: -4%; Tau fibril FP: -9%; RECQ1 inh: -12%; JMJD2E inh: 8%; TR SRC2 fluor cs: -1%; Tau ThT inhib: -8%

How did COc1ccc2cc(-c3[nH]ncc3CN3CCCCO3)ccc2c1 do in these assays?
TRb SRC2 PPI: -3%; GoLoco inh red: 13%; Tau fibril FP: 6%; RECQ1 inh: -11%; JMJD2E inh: -9%; TR SRC2 fluor cs: 1%; Tau ThT inhib: -17%; L3MBTL1 inh: -13%

How did Cn1nnnc1SCC1=C(C(=O)O)N2C(=O)C(NC(=O)Cn3nc(C(F)F)cc3C3CC3)C2SC1 (stereo unspecified) do in these assays?
TRb SRC2 PPI: -5%; GoLoco inh red: -14%; Tau fibril FP: inconclusive; RECQ1 inh: -10%; JMJD2E inh: -23%; TR SRC2 fluor cs: 0%; Tau ThT inhib: inconclusive

What do the screens show for `Cc1cc(Cl)ccc1OCC(=O)Nc1c(Cl)ccc2nsnc12`?
TRb SRC2 PPI: 3%; Tau fibril FP: inconclusive; TR SRC2 fluor cs: inconclusive; Tau ThT inhib: -17%

What do the screens show for `CCc1ccc(NS(=O)(=O)c2ccc3[nH]cc(C(=O)N(C)Cc4ccco4)c(=O)c3c2)cc1`?
TRb SRC2 PPI: 4%&4%; GoLoco inh red: 6%; Tau fibril FP: -3%&-1%; RECQ1 inh: -9%; JMJD2E inh: -19%; TR SRC2 fluor cs: 0%&-6%; Tau ThT inhib: -9%&-5%; L3MBTL1 inh: -4%

Results for O=C(COc1c(Br)cc(Br)c2cccnc12)N1CCCCC1 ?
TRb SRC2 PPI: 0%; GoLoco inh red: 4%; Tau fibril FP: -3%; RECQ1 inh: 10%; JMJD2E inh: inconclusive; TR SRC2 fluor cs: -4%; Tau ThT inhib: inconclusive; L3MBTL1 inh: -30%

Results for Nc1nc(-c2ccc3ccccc3c2)cs1 ?
TRb SRC2 PPI: -3%; GoLoco inh red: 5%; Tau fibril FP: 15%; RECQ1 inh: inactive; JMJD2E inh: inconclusive; TR SRC2 fluor cs: -3%; Tau ThT inhib: inconclusive; L3MBTL1 inh: -28%

Results for O=C(Nc1ccc(S(=O)(=O)Nc2ncccn2)cc1)c1ccc(Br)o1 ?
TRb SRC2 PPI: 5%; GoLoco inh red: 5%; Tau fibril FP: -6%; RECQ1 inh: inactive; JMJD2E inh: 4%; TR SRC2 fluor cs: -2%; Tau ThT inhib: -1%; L3MBTL1 inh: inconclusive

What do the screens show for `C=CCc1c(C)nc(SC)nc1Nc1ccc(C)cc1`?
TRb SRC2 PPI: -18%; GoLoco inh red: 0%; Tau fibril FP: -6%; RECQ1 inh: -9%; JMJD2E inh: -16%; TR SRC2 fluor cs: -3%; Tau ThT inhib: -11%

What do the screens show for `CCc1ccc(NC(=O)C2CC(=O)Nc3ncnn32)cc1` (stereo unspecified)?
TRb SRC2 PPI: 0%[53 µM]; GoLoco inh red: 8%; Tau fibril FP: -1%; RECQ1 inh: -20%; JMJD2E inh: 0%; TR SRC2 fluor cs: -3%[53 µM]; Tau ThT inhib: 0%; L3MBTL1 inh: 3%

What do the screens show for `COc1ccc(NC(=S)N(CCc2c(C)[nH]c3ccc(C)cc23)Cc2cccs2)cc1`?
TRb SRC2 PPI: 5%; GoLoco inh red: 22%; Tau fibril FP: 3%; RECQ1 inh: -2%; JMJD2E inh: 0%; TR SRC2 fluor cs: 0%; Tau ThT inhib: 15%; L3MBTL1 inh: -24%

Results for CCNC(=O)CSc1nnc(C2CC2)n1-c1ccccc1 ?
TRb SRC2 PPI: -12%; GoLoco inh red: 10%; Tau fibril FP: -3%; RECQ1 inh: -1%; JMJD2E inh: 0%; TR SRC2 fluor cs: -1%; Tau ThT inhib: -4%; L3MBTL1 inh: 9%

What do the screens show for `COC(=O)c1cc(Br)c(=O)n(-c2ccccn2)c1`?
TRb SRC2 PPI: 2%; GoLoco inh red: -10%; Tau fibril FP: 6%; RECQ1 inh: -17%; JMJD2E inh: -5%; TR SRC2 fluor cs: 0%; Tau ThT inhib: 1%; L3MBTL1 inh: 7%

What do the screens show for `Cc1onc(-c2ccccc2Cl)c1C(=O)Nc1ccc(S(=O)(=O)Nc2nccs2)cc1`?
TRb SRC2 PPI: 7%[53 µM]; GoLoco inh red: 59%[activator]; Tau fibril FP: -2%; RECQ1 inh: inactive; JMJD2E inh: 8%; TR SRC2 fluor cs: -1%[53 µM]; Tau ThT inhib: -3%; L3MBTL1 inh: -22%

What do the screens show for `CCOc1ccccc1C(=O)N(CCC(=O)OC)c1ccccn1`?
TRb SRC2 PPI: 8%; GoLoco inh red: -8%; Tau fibril FP: 10%; RECQ1 inh: -1%; JMJD2E inh: 5%; TR SRC2 fluor cs: 1%; Tau ThT inhib: -5%; L3MBTL1 inh: 10%

Results for C=CCNC(=O)C1CCCN(S(C)(=O)=O)C1 (stereo unspecified) ?
TRb SRC2 PPI: 6%; GoLoco inh red: 2%; Tau fibril FP: 8%; RECQ1 inh: inactive; JMJD2E inh: 1%; TR SRC2 fluor cs: -5%; Tau ThT inhib: 13%; L3MBTL1 inh: 7%

What do the screens show for `CCOC(=O)c1sc(-c2ccc(Cl)cc2Cl)nc1O`?
TRb SRC2 PPI: 4%; GoLoco inh red: 4%; Tau fibril FP: -1%; RECQ1 inh: -12%; JMJD2E inh: inconclusive; TR SRC2 fluor cs: -8%; Tau ThT inhib: inconclusive; L3MBTL1 inh: 7%

Results for O=C(Cn1c(=O)n(-c2ccccc2)c(=O)c2c3c(sc21)CCCC3)Nc1cccc(F)c1 ?
TRb SRC2 PPI: 1%; Tau fibril FP: -18%; TR SRC2 fluor cs: 0%; Tau ThT inhib: inconclusive

What do the screens show for `CCN(C(=O)COC(=O)/C=C/c1ccc(S(=O)(=O)N2CCc3ccccc32)cc1)C1CCS(=O)(=O)C1` (stereo unspecified)?
TRb SRC2 PPI: -5%; GoLoco inh red: 12%; Tau fibril FP: -7%; RECQ1 inh: -2%; JMJD2E inh: 0%; TR SRC2 fluor cs: 3%; Tau ThT inhib: -9%; L3MBTL1 inh: -12%

How did COc1ccc(Cl)cc1NC(=O)c1cc(-c2ccccc2O)n[nH]1 do in these assays?
TRb SRC2 PPI: 1%; GoLoco inh red: 42%[activator]; Tau fibril FP: -1%; RECQ1 inh: -5%; JMJD2E inh: -3%; TR SRC2 fluor cs: -1%; Tau ThT inhib: -1%; L3MBTL1 inh: -1%

What do the screens show for `COc1ccc(C2/C=C\CN(C(=O)CC(C)(C)C)CC(=O)N2Cc2ccc(F)cc2)cc1` (stereo unspecified)?
TRb SRC2 PPI: -3%&-1%; GoLoco inh red: -2%; Tau fibril FP: 9%; RECQ1 inh: -7%; JMJD2E inh: -1%; TR SRC2 fluor cs: 0%&-2%; Tau ThT inhib: 6%

Results for CCS(=O)(=O)N1CCN(C2Cc3ccccc3C2)CC1 ?
TRb SRC2 PPI: 1%; GoLoco inh red: 5%; Tau fibril FP: -4%; RECQ1 inh: -14%; JMJD2E inh: inconclusive; TR SRC2 fluor cs: -3%; Tau ThT inhib: -15%

How did CCCCCCCCc1nc(SCC(C)=O)n[nH]1 do in these assays?
TRb SRC2 PPI: -4%; GoLoco inh red: 12%; Tau fibril FP: inconclusive; RECQ1 inh: -11%; JMJD2E inh: -1%; TR SRC2 fluor cs: -5%

Results for CCCCCNCc1cccc(Br)c1 ?
TRb SRC2 PPI: -8%; GoLoco inh red: 1%; Tau fibril FP: 1%; RECQ1 inh: -4%; JMJD2E inh: -1%; TR SRC2 fluor cs: -7%; Tau ThT inhib: -8%; L3MBTL1 inh: 0%

Results for Cc1nn(Cc2ccccc2)c(Cl)c1/C=C/C(=O)OCC(=O)N(C)C1CCS(=O)(=O)C1 (stereo unspecified) ?
TRb SRC2 PPI: 4%; GoLoco inh red: -5%; Tau fibril FP: -13%; RECQ1 inh: 0%; JMJD2E inh: 5%; TR SRC2 fluor cs: 1%; Tau ThT inhib: -8%

Results for Cc1ccc(C(=O)NCC(c2ccco2)S(=O)(=O)c2cccs2)cc1C (stereo unspecified) ?
TRb SRC2 PPI: 13%; Tau fibril FP: -9%; TR SRC2 fluor cs: -1%; Tau ThT inhib: -7%

What do the screens show for `COc1ccc(C2CC(c3cccs3)=NN2S(C)(=O)=O)cc1` (stereo unspecified)?
TRb SRC2 PPI: 1%; GoLoco inh red: 87%[activator]; Tau fibril FP: -1%; RECQ1 inh: 5%; JMJD2E inh: 5%; TR SRC2 fluor cs: -1%; Tau ThT inhib: -5%; L3MBTL1 inh: 2%

How did Cc1ccc(O)c(C(=O)/C=C/c2ccc3c(c2)OCCO3)c1 do in these assays?
TRb SRC2 PPI: 2%; GoLoco inh red: 0%; Tau fibril FP: 20%; RECQ1 inh: inactive; JMJD2E inh: -3%; TR SRC2 fluor cs: -3%; Tau ThT inhib: 16µM*

How did CC(C)Cn1c(N)c(C(=O)COC(=O)c2cc(C(F)(F)F)nc3ccccc23)c(=O)n(C)c1=O do in these assays?
TRb SRC2 PPI: 1%&6%; GoLoco inh red: 20%&58%; Tau fibril FP: inconclusive; RECQ1 inh: inconclusive; JMJD2E inh: inconclusive; TR SRC2 fluor cs: -5%&-1%; Tau ThT inhib: -13%&-6%; L3MBTL1 inh: 3%

Assay outcomes as filed in PubChem BioAssay.

Only part of the results is shown; count on the stated rates, not on these rows.
